NFkB transloc inh – blocks IL-1B driven NFkB nuclear translocation in HUVEC cells | inhibition, % at 2 µM | HUVEC IL-1B NFkB p65 nuclear translocation imaging | 0.43% of 94,000 active;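 active = inhibition above about 30% together with a positive call from visual inspection of the well image, limit read from the data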;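 note: nuclear over cytoplasmic p65 intensity ratio measured by imaging; 0% = IL-1B stimulated DMSO wells and 100% = unstimulated DMSO wells; values of inactives mirror those of a sister screen read the other way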
NFkB transloc pot – enhances IL-1B driven NFkB nuclear translocation. 0.3% of 94,000 active. HUVEC IL-1B NFkB p65 nuclear translocation imaging. activation, % at 2 µM. AID 819;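 active = activation above 40%, about the mean plus 3 SD, also judged a hit on visual image review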;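 note: percent activation is computed from the nuclear over cytoplasmic p65 intensity ratio; values of inactives mirror those of a sister screen read the other way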
Bcl-B TR3 displacers – displacers of TR3 peptide from Bcl-B, primary screen, selectivity assay for Bfl-1 inhibitor project, biochemical, fluorescence polarization | FP displacement of FITC-TR3 peptide from Bcl-B; higher % means a stronger effect | displacement, % at 20 µM, or IC50 in µM where a hit was titrated | 0.11% of 96,000 active;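 active = displacement above 50% at 20 µM plus a fluorescence interference ratio under 1.5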;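 note: plate controls were wells without compound for no effect and wells lacking Bcl-B protein for full effect; a part of the inactive calls stands beside numbers as strong as those of hits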
PLAP inhibition – PLAP enzyme inhibitors, biochemical, luminescence, HTS (AID 690) | one-dose inhibition, % at 20 µM; IC50 in µM for titrated hits | 0.08% of 96,000 active | purified PLAP, luminescent substrate; higher % means a stronger effect; in the data active = a potency from the dose series; inactive = the rest, 99 in 100 with inhibition below about 30%; note: strong numbers were not always called active
MRP resist rev – reverses drug resistance mediated by MRP; differential viability (reversal), % at 10 µM; H69AR cells + 2 uM doxorubicin, CellTiter-Glo, 72 h; 0.04% of 85,000 active;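 active = viability drop by adding the cancer drug above about 55%, with treated viability meeting a 40% cutoff, limit read from the data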;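 note: viability without doxorubicin minus viability with 2 µM doxorubicin for each compound; larger differential means the compound sensitizes cells more to doxorubicin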
MRP resist rev cytotoxicity – second read-out of MRP resist rev, no call of its own (marks repeat the call); viability, %; H69AR cells, CellTiter-Glo, 72 h; measured here: cytotoxicity without doxorubicin
MRP resist rev with doxorubicin – recorded beside MRP resist rev, whose call it bears; viability, %; measured here: viability with 2 uM doxorubicin; hits give low values
NFkB transloc inh cell count 2 µM – second read-out of NFkB transloc inh, no call of its own (marks repeat the call); cell count; measured here: cells passing quality filter;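 raw number of nuclei counted in each imaged well without normalization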
NFkB transloc pot cell count 2 µM – further read-out of NFkB transloc pot, marked with its call; cell count; measured here: cells passing quality filter
Numbers without * were called inactive. Not all compounds are listed; the hit share may differ from the screen's.

What do the screens show for `O=C(C(Cc1ccc(Cl)cc1)NS(=O)(=O)c1ccccc1)N1CC[C@@]2(O)CCCC[C@H]2C1` (stereo partly specified)?
NFkB transloc inh: -2; NFkB transloc pot: 1; Bcl-B TR3 displacers: 3%; PLAP inhibition: -18%; MRP resist rev: -12; MRP resist rev cytotoxicity: 66; MRP resist rev with doxorubicin: 78; NFkB transloc inh cell count 2 µM: 169; NFkB transloc pot cell count 2 µM: 169

What do the screens show for `CCC(=O)N(Cc1cc2cc(OC)ccc2[nH]c1=O)c1cccc(C)c1`?
NFkB transloc inh: 0; NFkB transloc pot: 0; Bcl-B TR3 displacers: 0%; PLAP inhibition: 2%; NFkB transloc inh cell count 2 µM: 107; NFkB transloc pot cell count 2 µM: 107

What do the screens show for `CCOc1ccc(-c2nnc3ccc(SCC(=O)N4CCCCC4)nn23)cc1`?
Bcl-B TR3 displacers: 0%; PLAP inhibition: 3%; MRP resist rev: 4; MRP resist rev cytotoxicity: 76; MRP resist rev with doxorubicin: 71

Results for O=C(CCC1CCCCC1)Nc1ccccc1-c1ccccc1 ?
NFkB transloc inh: 5; NFkB transloc pot: -5; Bcl-B TR3 displacers: -9%; PLAP inhibition: -5%; NFkB transloc inh cell count 2 µM: 187; NFkB transloc pot cell count 2 µM: 187

What do the screens show for `COc1ccccc1NC(=O)CN1C(=O)NC(C)(C)C1=O`?
NFkB transloc inh: -1; NFkB transloc pot: 1; Bcl-B TR3 displacers: -9%; PLAP inhibition: -5%; MRP resist rev: 5; MRP resist rev cytotoxicity: 100; MRP resist rev with doxorubicin: 95; NFkB transloc inh cell count 2 µM: 146; NFkB transloc pot cell count 2 µM: 146

What do the screens show for `COC(=O)c1ccc(CSc2ncnc3c2nnn3-c2ccc(OC)cc2)o1`?
Bcl-B TR3 displacers: 4%; PLAP inhibition: -28%; MRP resist rev: -16; MRP resist rev cytotoxicity: 97; MRP resist rev with doxorubicin: 113

How did Cc1cccc(N(CC(=O)NC2CCCCC2)C(=O)CCCC(=O)Nc2ccccn2)c1 do in these assays?
NFkB transloc inh: 5; NFkB transloc pot: -5; MRP resist rev: -1; MRP resist rev cytotoxicity: 68; MRP resist rev with doxorubicin: 69; NFkB transloc inh cell count 2 µM: 95; NFkB transloc pot cell count 2 µM: 95

How did CC12CCC(C(=O)N(CCC#N)CCC#N)(CC1=O)C2(C)C (stereo unspecified) do in these assays?
NFkB transloc inh: 3; NFkB transloc pot: -3; Bcl-B TR3 displacers: -4%; PLAP inhibition: -12%; MRP resist rev: -13; MRP resist rev cytotoxicity: 95; MRP resist rev with doxorubicin: 108; NFkB transloc inh cell count 2 µM: 99; NFkB transloc pot cell count 2 µM: 99

Results for CCc1ccc(CCC(=O)Nc2ccc(OC)cc2)o1 ?
NFkB transloc inh: -8; NFkB transloc pot: 7; MRP resist rev: 0; MRP resist rev cytotoxicity: 94; MRP resist rev with doxorubicin: 94; NFkB transloc inh cell count 2 µM: 146; NFkB transloc pot cell count 2 µM: 146

What do the screens show for `Cc1cc(NC(=O)CSc2nnc(-c3ccoc3C)n2N)no1`?
NFkB transloc inh: 4; NFkB transloc pot: -4; Bcl-B TR3 displacers: 16%; PLAP inhibition: 7%; MRP resist rev: 3; MRP resist rev cytotoxicity: 94; MRP resist rev with doxorubicin: 91; NFkB transloc inh cell count 2 µM: 129; NFkB transloc pot cell count 2 µM: 129

A run of entries of the results above, as a working copy:
What do the screens show for `O=C(C(Cc1ccc(Cl)cc1)NS(=O)(=O)c1ccccc1)N1CC[C@@]2(O)CCCC[C@H]2C1` (stereo partly specified)?
NFkB transloc inh: -2; NFkB transloc pot: 1; Bcl-B TR3 displacers: 3%; PLAP inhibition: -18%; MRP resist rev: -12; MRP resist rev cytotoxicity: 66; MRP resist rev with doxorubicin: 78; NFkB transloc inh cell count 2 µM: 169; NFkB transloc pot cell count 2 µM: 169

What do the screens show for `CCC(=O)N(Cc1cc2cc(OC)ccc2[nH]c1=O)c1cccc(C)c1`?
NFkB transloc inh: 0; NFkB transloc pot: 0; Bcl-B TR3 displacers: 0%; PLAP inhibition: 2%; NFkB transloc inh cell count 2 µM: 107; NFkB transloc pot cell count 2 µM: 107

(list continues)
What do the screens show for `CCN(CCNC(=O)C1CCCN(S(=O)(=O)CC)C1)c1ccccc1` (stereo unspecified)?
NFkB transloc inh: 12; NFkB transloc pot: -12; Bcl-B TR3 displacers: 3%; PLAP inhibition: -18%; MRP resist rev: -3; MRP resist rev cytotoxicity: 68; MRP resist rev with doxorubicin: 72; NFkB transloc inh cell count 2 µM: 78; NFkB transloc pot cell count 2 µM: 78

Results for CCCCN(C(=O)CCC(=O)O)C1CC(=O)N(c2ccc(OCCC)cc2)C1=O (stereo unspecified) ?
NFkB transloc inh: -7; NFkB transloc pot: 7; Bcl-B TR3 displacers: -7%; PLAP inhibition: -6%; MRP resist rev: -10; MRP resist rev cytotoxicity: 88; MRP resist rev with doxorubicin: 97; NFkB transloc inh cell count 2 µM: 124; NFkB transloc pot cell count 2 µM: 124

Results for O=C1NC(c2cccs2)Nc2sc3c(c21)CCCC3 (stereo unspecified) ?
NFkB transloc inh: 9; NFkB transloc pot: -9; Bcl-B TR3 displacers: 0%; PLAP inhibition: -6%; MRP resist rev: -9; MRP resist rev cytotoxicity: 46; MRP resist rev with doxorubicin: 55; NFkB transloc inh cell count 2 µM: 127; NFkB transloc pot cell count 2 µM: 127

What do the screens show for `O=S(=O)(Cc1ccc(Cl)cc1)CC(O)COCc1ccccc1` (stereo unspecified)?
NFkB transloc inh: 21; NFkB transloc pot: -21; Bcl-B TR3 displacers: 0%; PLAP inhibition: 16%; MRP resist rev: 18; MRP resist rev cytotoxicity: 107; MRP resist rev with doxorubicin: 89; NFkB transloc inh cell count 2 µM: 104; NFkB transloc pot cell count 2 µM: 104

Results for COc1cc(C(=O)OC(C)CN2CCN(C)CC2)cc(OC)c1OC (stereo unspecified) ?
NFkB transloc inh: 3; NFkB transloc pot: -3; Bcl-B TR3 displacers: 4%; PLAP inhibition: -6%; MRP resist rev: 13; MRP resist rev cytotoxicity: 87; MRP resist rev with doxorubicin: 73; NFkB transloc inh cell count 2 µM: 104; NFkB transloc pot cell count 2 µM: 104

Results for CC(C)CNC(=O)C1CCCN1S(=O)(=O)c1ccc(Cl)cc1 (stereo unspecified) ?
NFkB transloc inh: 4; NFkB transloc pot: -4; Bcl-B TR3 displacers: -9%; PLAP inhibition: -21%; MRP resist rev: -13; MRP resist rev cytotoxicity: 92; MRP resist rev with doxorubicin: 105; NFkB transloc inh cell count 2 µM: 172; NFkB transloc pot cell count 2 µM: 172

What do the screens show for `COc1ccc(-c2cc3nc[nH]c(=O)c3s2)cc1`?
NFkB transloc inh: -23; NFkB transloc pot: 23; Bcl-B TR3 displacers: -22%; PLAP inhibition: -10%; MRP resist rev: 2; MRP resist rev cytotoxicity: 81; MRP resist rev with doxorubicin: 79; NFkB transloc inh cell count 2 µM: 190; NFkB transloc pot cell count 2 µM: 190

What do the screens show for `Cc1ccsc1/C=N/NC(=O)c1sccc1C`?
NFkB transloc inh: -4; NFkB transloc pot: 4; Bcl-B TR3 displacers: -7%; PLAP inhibition: 8%; NFkB transloc inh cell count 2 µM: 103; NFkB transloc pot cell count 2 µM: 103

What do the screens show for `CC1CCN(C(=O)c2cc3ccccc3o2)CC1`?
NFkB transloc inh: -5; NFkB transloc pot: 5; Bcl-B TR3 displacers: 0%; PLAP inhibition: 8%; MRP resist rev: 20; MRP resist rev cytotoxicity: 107; MRP resist rev with doxorubicin: 87; NFkB transloc inh cell count 2 µM: 129; NFkB transloc pot cell count 2 µM: 129

How did Cn1c(N/N=C/c2c[nH]c3ccccc23)nc2ccccc21 do in these assays?
NFkB transloc inh: -1; NFkB transloc pot: 1; Bcl-B TR3 displacers: -1%; PLAP inhibition: -54%; NFkB transloc inh cell count 2 µM: 117; NFkB transloc pot cell count 2 µM: 117

What do the screens show for `Cn1c(=O)[nH]c(=O)c2c1nc(N1CCOCC1)n2CC(O)COc1ccccc1` (stereo unspecified)?
NFkB transloc inh: 8; NFkB transloc pot: -8; Bcl-B TR3 displacers: -5%; PLAP inhibition: 1%; MRP resist rev: -6; MRP resist rev cytotoxicity: 86; MRP resist rev with doxorubicin: 92; NFkB transloc inh cell count 2 µM: 75; NFkB transloc pot cell count 2 µM: 75

How did COCCCNc1oc(COc2ccc(Cl)cc2Cl)nc1C#N do in these assays?
NFkB transloc inh: 2; NFkB transloc pot: -2; Bcl-B TR3 displacers: -32%; PLAP inhibition: -52%; MRP resist rev: -17; MRP resist rev cytotoxicity: 52; MRP resist rev with doxorubicin: 69; NFkB transloc inh cell count 2 µM: 181; NFkB transloc pot cell count 2 µM: 181

Results for CCCCN(Cc1ccccc1)C(=O)C1CCCN(S(=O)(=O)c2cnc[nH]2)C1 (stereo unspecified) ?
NFkB transloc inh: 4; NFkB transloc pot: -4; Bcl-B TR3 displacers: 3%; PLAP inhibition: -73%; MRP resist rev: 9; MRP resist rev cytotoxicity: 105; MRP resist rev with doxorubicin: 96; NFkB transloc inh cell count 2 µM: 182; NFkB transloc pot cell count 2 µM: 182

What do the screens show for `Cc1cc(N2CCOCC2)nc(SCc2ccc(Cl)cc2Cl)n1`?
NFkB transloc inh: -8; NFkB transloc pot: 8; Bcl-B TR3 displacers: -2%; PLAP inhibition: -26%; NFkB transloc inh cell count 2 µM: 136; NFkB transloc pot cell count 2 µM: 136

How did CCN(CC)S(=O)(=O)c1cccc(C(=O)NC(C(=O)Nc2nnc(C)s2)C(C)C)c1 (stereo unspecified) do in these assays?
NFkB transloc inh: -4; NFkB transloc pot: 4; Bcl-B TR3 displacers: -2%; PLAP inhibition: -65%; MRP resist rev: 2; MRP resist rev cytotoxicity: 97; MRP resist rev with doxorubicin: 95; NFkB transloc inh cell count 2 µM: 140; NFkB transloc pot cell count 2 µM: 140

What do the screens show for `O=S(=O)(NCC1CCCO1)c1cc(Br)c(Br)s1` (stereo unspecified)?
Bcl-B TR3 displacers: -9%; PLAP inhibition: 9%

How did Cc1cc(OCC(=O)c2ccc(Br)cc2)ccc1N1C(=O)CCC1=O do in these assays?
NFkB transloc inh: -13; NFkB transloc pot: 13; Bcl-B TR3 displacers: -10%; PLAP inhibition: -39%; MRP resist rev: 3; MRP resist rev cytotoxicity: 98; MRP resist rev with doxorubicin: 95; NFkB transloc inh cell count 2 µM: 71; NFkB transloc pot cell count 2 µM: 71

How did N#CCCN(Cc1cccnc1)S(=O)(=O)c1ccc(S(=O)(=O)N2CCCCCC2)cc1 do in these assays?
NFkB transloc inh: 11; NFkB transloc pot: -11; Bcl-B TR3 displacers: -2%; PLAP inhibition: -48%; MRP resist rev: -15; MRP resist rev cytotoxicity: 69; MRP resist rev with doxorubicin: 83; NFkB transloc inh cell count 2 µM: 201; NFkB transloc pot cell count 2 µM: 201

Results for O=C(Nc1ccc2c(c1)OCO2)C1CCCN1C(=O)NCc1ccccc1 (stereo unspecified) ?
NFkB transloc inh: -4; NFkB transloc pot: 4; Bcl-B TR3 displacers: 2%; PLAP inhibition: 13%; MRP resist rev: 10; MRP resist rev cytotoxicity: 99; MRP resist rev with doxorubicin: 89; NFkB transloc inh cell count 2 µM: 177; NFkB transloc pot cell count 2 µM: 177

How did CC(Oc1ccccc1)C(=O)Nc1ccccc1O (stereo unspecified) do in these assays?
NFkB transloc inh: -4; NFkB transloc pot: 3; Bcl-B TR3 displacers: -1%; PLAP inhibition: -3%; MRP resist rev: -11; MRP resist rev cytotoxicity: 76; MRP resist rev with doxorubicin: 88; NFkB transloc inh cell count 2 µM: 86; NFkB transloc pot cell count 2 µM: 86

How did Cc1c(Cl)c(-c2n[nH]c(=S)n2Cc2ccco2)nn1C do in these assays?
NFkB transloc inh: -6; NFkB transloc pot: 6; Bcl-B TR3 displacers: -9%; PLAP inhibition: 0%; NFkB transloc inh cell count 2 µM: 167; NFkB transloc pot cell count 2 µM: 167

Screening data (PubChem BioAssay)
